MT1-MMP act inh – blockers of MT1-MMP proenzyme processing, primary screen, HT1080 RFP-PRO-GFP cells, GFP/RFP fluorescence; AID 651647, 2012; Matrix metalloproteinase-14 (Homo sapiens), P50281; 360,000 compounds, 0.061% hits; GFP/RFP ratio fluorescence, overnight; percent of plate control window, DMSO zero; GFP/RFP ratio change, % at 20 µM;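 active = GFP/RFP ratio change of at least 30% with cell ATP level not reduced by more than half and red fluorescence within 50% of control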; note: strong numbers were not always called active
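Assay system: RFP-PRO-GFP reporter HT1080 cells; read-out basis: GFP/RFP fluorescence ratio; benchmarks: DMSO wells and RFP-L50D-GFP cells; doses: 20 µM single dose, 1% DMSO; schedule: overnight cell settling, then overnight compound exposure, 37 °C, 5% CO2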
bovine MsrA act – bovine MsrA enzyme activators, primary screen, biochemical, absorbance, HTS; activation, % at 10.6 µM; purified bovine MsrA, absorbance read-out; 360,000 compounds, 0.3% hits; Methionine sulfoxide reductase A (Bos taurus); AID 602163, 2012; in the data active = activation above about 7.5%;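 note: 0% = vehicle and 100% = reference activator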
MLLE-PAM2 inh – inhibitors of PABP1 MLLE–PAM2 peptide binding, primary screen, biochemical, fluorescence polarization, FITC-PAM2, GST-MLLE; Polyadenylate-binding protein 1 (Homo sapiens), P11940; inhibition, % at 20 µM; 360,000 compounds, 0.36% hits; in the data active = inhibition above about 35%, passing the limit was not always enough;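 note: plate controls were DMSO wells with GST-MLLE for no effect and wells lacking GST-MLLE protein for full effect; some results filed as inactive read as strong as hits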
Target sequence (P11940 whole entry, looked up): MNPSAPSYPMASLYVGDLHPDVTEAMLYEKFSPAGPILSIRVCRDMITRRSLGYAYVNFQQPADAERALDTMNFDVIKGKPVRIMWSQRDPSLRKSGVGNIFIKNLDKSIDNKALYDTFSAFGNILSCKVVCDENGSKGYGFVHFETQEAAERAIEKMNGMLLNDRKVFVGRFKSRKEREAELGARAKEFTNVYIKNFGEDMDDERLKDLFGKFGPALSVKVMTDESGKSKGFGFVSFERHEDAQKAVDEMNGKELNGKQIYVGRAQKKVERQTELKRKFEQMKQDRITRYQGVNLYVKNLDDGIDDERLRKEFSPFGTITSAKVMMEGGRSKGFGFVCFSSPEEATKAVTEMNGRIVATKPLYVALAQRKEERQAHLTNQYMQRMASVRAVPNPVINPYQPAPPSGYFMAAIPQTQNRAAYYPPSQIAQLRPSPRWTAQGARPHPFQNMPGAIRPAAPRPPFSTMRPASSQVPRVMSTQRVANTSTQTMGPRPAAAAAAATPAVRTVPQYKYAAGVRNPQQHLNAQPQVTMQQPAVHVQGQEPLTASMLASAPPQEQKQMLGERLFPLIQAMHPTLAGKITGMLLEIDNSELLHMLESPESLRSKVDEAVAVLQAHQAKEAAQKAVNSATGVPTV
FAS TE block – FAS thioesterase domain inhibitors, primary screen, biochemical, fluorescence intensity, uHTS. recombinant FAS-TE, OMFH fluorogenic substrate, fluorescence endpoint. inhibition, % at 15 µM. 360,000 compounds, 0.67% hits;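 active = compounds whose normalised, plate-corrected inhibition of enzyme fluorescence in the single-dose primary screen is 50% or more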;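 note: 0% = DMSO with enzyme and 100% = substrate without enzyme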
MsrA inh – bovine MsrA enzyme inhibitors, primary screen, biochemical, absorbance, HTS; Methionine sulfoxide reductase A (Bos taurus); purified bovine MsrA, absorbance read-out; inhibition, % at 15.5 µM; 360,000 compounds, 0.75% hits; AID 651718, 2012; in the data active = inhibition above about 4.5%;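 note: 0% = vehicle wells with enzyme and 100% = reference inhibitor wells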
Rin1-Abl PPI inh – inhibitors of Rin1-Abl protein binding, primary screen, biochemical, TR-FRET; Tyrosine-protein kinase ABL1 (Homo sapiens) + Ras and Rab interactor 1 (Homo sapiens), …; inhibition, % at 7.35 µM; 360,000 compounds, 0.4% hits; AID 588664, 2011; in the data active = inhibition above about 5%, passing the limit was not always enough
E coli Lon inh – inhibitors of E. coli Lon protease, primary screen, biochemical, fluorescence polarization; 360,000 compounds, 0.42% hits; purified E. coli Lon protease; inhibition, % at 7.94 µM; P0A9M0; in the data active = inhibition above about 13%, passing the limit was not always enough;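 note: 0% = enzyme with probe and DMSO and 100% = no enzyme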
Rpn11 inh – Rpn11 (PSMD14) deubiquitinase inhibitors, primary screen, biochemical, fluorescence polarization, uHTS. 26S proteasome non-ATPase regulatory subunit 14 (Homo sapiens), O00487. human 26S proteasome, Ub4-pepOG fluorescence polarization; 20S core pre-blocked with epoxomicin. calls only at 20 µM. 360,000 compounds, 0.59% hits. AID 588493, 2011;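 active = inhibition at 20 µM, scaled to each plate's controls, above about 33%, limit read from the data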
CSN inh – inhibitors of CSN-mediated cullin deneddylation, primary screen, biochemical, fluorescence polarization, uHTS. inhibition, % at 12.5 µM. COP9 signalosome complex subunit 5 (Homo sapiens), Q92905. Purified CSN, SCF-Nedd8-OG deneddylation. 360,000 compounds, 0.38% hits. AID 651999, 2013;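 active = pattern-corrected inhibition above about 35%, with an unprinted fluorescence ratio check between 0.5 and 1.5, limit read from the data, passing the limit was not always enough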;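 note: 0% = enzyme with substrate and 100% = substrate without enzyme; some results filed as inactive read as strong as hits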
Target sequence (Q92905 whole entry, looked up, one chain of several): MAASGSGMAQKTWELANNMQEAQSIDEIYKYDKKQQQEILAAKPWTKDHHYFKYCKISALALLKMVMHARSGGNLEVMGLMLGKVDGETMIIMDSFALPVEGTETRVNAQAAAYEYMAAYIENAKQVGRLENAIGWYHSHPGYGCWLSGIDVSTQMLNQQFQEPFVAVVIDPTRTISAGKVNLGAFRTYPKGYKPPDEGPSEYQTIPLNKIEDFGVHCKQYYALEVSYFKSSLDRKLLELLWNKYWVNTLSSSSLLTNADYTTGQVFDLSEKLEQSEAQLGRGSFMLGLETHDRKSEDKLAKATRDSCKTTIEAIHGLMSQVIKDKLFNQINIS
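Assay system: purified human Csn5 enzyme expressed in HEK293T cells; Input: 0.24 nM Csn5 enzyme, final concentration; Reagent: 10 nM SCFSkp2-Nedd8OG; Compound dosing: 12.5 µM single point; Times: reaction 90 min, room temperature; Technique: fluorescence polarization readout.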
* hit, by the source's call; i = inactive; . = no result given.

Values run as follows: MT1-MMP act inh	bovine MsrA act	MLLE-PAM2 inh	FAS TE block	MsrA inh	Rin1-Abl PPI inh	E coli Lon inh	Rpn11 inh	CSN inh
> O=C(Cc1cc(=O)[nH][nH]1)N/N=C/c1c(F)cccc1Cl
    4	-2	-4	-12	1.0	1	0	i	4
> CCOc1ccc2nc(NC(=O)Cc3cccs3)sc2c1
    -5	-14	-19	9	.	-2	-10	i	-2
> O=S(CCc1ccncc1)Cc1ccccc1 (stereo not given)
    -2	-4	3	-6	0.6	-1	-3	i	2
> COc1cccc(/C=C/C(=O)NCc2ccc(S(N)(=O)=O)cc2)c1
    1	-2	7	-6	0.3	-1	6	i	-1
> O=C(CSc1nnc2scc(-c3ccccc3)n12)N1CCN(Cc2ccccc2)CC1
    8	-3	11	0	1.6	-1	-3	i	-7
> CCOc1ccc(S(=O)(=O)Nc2ccc(C(=O)N(CC)CC(=O)NCc3cccs3)cc2)cc1
    -1	-2	-1	-2	1.7	0	1	i	3
> CN(CCCNC(=O)C1CCN(S(=O)(=O)N2CCC3(CC2)OCCO3)CC1)Cc1ccccc1
    1	-1	-1	-8	0.7	3	-6	i	-2
> Cc1cc(O)c(/C=N/Nc2ccc(Cl)cc2)c(=O)o1
    -8	-1	-3	-9	0.1	4	1	i	1
> CC(C)(C)n1nc2c(c1NC(=O)COc1ccccc1F)CS(=O)(=O)C2
    -1	-6	-1	-3	0.5	-4	2	i	-2
> N#Cc1ccc(C(=O)Nc2ccc3ccccc3c2)cc1
    0	-13	-11	8	-0.2	1	1	i	4
> CC1CCCC(N2CCN(C(=O)c3ccc([N+](=O)[O-])cc3)CC2)C1 (stereo not given)
    2	-5	3	13	1.5	3	-3	i	1
> NS(=O)(=O)c1ccc(NC(=O)CCC(=O)O)cc1
    3	-2	11	-5	-0.9	3	-7	i	0
> Cc1ccc2nc(Br)c3c(c2c1)OC(CBr)C3 (stereo not given)
    0	-5	-12	12	-0.4	-23	0	i	1
> Cc1cc(C(=O)N2CCC2(C)C(=O)Nc2cccc3ccccc23)nn1C (stereo not given)
    0	1	-4	-9	-0.7	-3	-1	i	-1
> COc1ccc(-c2cc(C(=O)n3cnc4ccccc43)c3ccccc3n2)cc1
    3	-3	1	9	2.0	4	1	i	5
> CCOc1ccc(-c2nnc3ccc(SCC(=O)Nc4nc5ccccc5s4)nn23)cc1
    0	0	8	6	0.6	2	1	i	-4
> O=C(C1=NN(c2ccccc2)C2C(=O)N(c3ccccc3Cl)C(=O)C12)c1ccccc1 (stereo not given)
    -132	-3	-16	52*	0.1	0	-22	i	4
> O=[N+]([O-])c1ccc(O)c(Nc2ncnc3ccccc23)c1
    -1	-1	2	-12	1.1	0	-4	i	77
> O=S(=O)(c1ccc2nc(COc3ccc(Cl)cc3Cl)[nH]c2c1)N1CCOCC1
    35*	-12	-13	21	-1.1	3	0	i	3
> COc1cc(/C=N/n2nnnc2N)ccc1OCc1c(C)no[n+]1[O-]
    1	-3	4	-2	2.0	-1	-11	i	1
> CCn1ncc(C(=O)Nc2ccccc2C)c1C
    -1	-2	11	-14	0.3	0	1	i	-7
> O=C/C(=C\Nc1ccc(Br)cc1)c1nc2ccccc2o1
    -3	-1	7	1	1.1	5	4	i	-9
> c1ccc(C[C@H]2CN=C(Nc3ccccc3)N2CC2CCCC2)cc1
    3	-9	.	-30	0.3	.	2	.	-3
> CC(=O)c1ccc(NC(=O)Nc2ccc(NS(=O)(=O)c3ccc(C)cc3)cc2)cc1
    -6	-4	11	24	-0.9	1	-5	i	-6
> O=C(N/N=C/C(Cl)=C/c1ccc([N+](=O)[O-])cc1)C(=O)Nc1ccccc1C(=O)O
    2	-4	-6	8	7.5*	2	2	i	8
> COC(=O)[C@@]1(Cc2ccc(F)cc2)[C@H]2c3cc(C(=O)N(C)C)n(CCO)c3C[C@H]2CN1C(=O)c1ccccc1
    5	-1	.	2	0.0	.	-13	.	-2
> O=C(NCC1CCCO1)c1cccc(NC(=O)c2cccs2)c1 (stereo not given)
    2	-3	4	-5	0.7	-1	-1	i	-3
> CS(=O)(=O)N(CC(=O)N/N=C/c1cccs1)c1cccc(Cl)c1Cl
    2	2	-2	31	-0.1	1	-13	i	3
> O=C(CCC(=O)Nc1ccc(F)cc1)N/N=C/c1cccs1
    -1	-2	0	-5	0.5	-5	-9	i	4
> CCN(c1ccccc1)S(=O)(=O)c1ccc(Cl)c(NC(=O)CSc2ncn[nH]2)c1
    -2	-4	-47	-154	0.7	0	-5	i	-15
> CCS(=O)(=O)N1CCC(C(=O)NC2CCCCC2)CC1
    2	-6	-5	-11	0.3	3	2	i	0
> CCc1ccccc1N1C(=O)C2CC=CCC2C1=O (stereo not given)
    1	0	-8	-5	0.9	-3	3	i	-4
> COc1ccc(CNC(=O)CN(C)S(=O)(=O)c2ccc3c(c2)n(C)c(=O)c(=O)n3C)cc1
    -1	-2	0	-1	0.0	-1	-2	i	-3
> Cn1cnc(S(=O)(=O)Nc2ccc(OC(F)F)cc2)c1
    0	-1	2	-7	1.4	-5	8	i	2
> O=C(CSc1ncn[nH]1)Nc1ccc2c(c1)CCC2
    0	-7	8	-35	1.1	0	-3	i	-16
> CC1C(=O)N2CCCc3cc(NC(=O)C(=O)NCc4ccccn4)cc1c32 (stereo not given)
    5	1	4	-7	2.6	-1	0	i	-3
> Cc1nc([N+](=O)[O-])cn1-c1nc2ccccn2c1[N+](=O)[O-]
    -1	-10	17	-5	3.7	-3	3	i	-1
> Cc1sc2nc(SCc3ccc(C(=O)O)cc3)n(Cc3ccco3)c(=O)c2c1C
    2	-7	-32	5	1.5	-2	-2	i	5
> CCOC(=O)Nc1ccc2c(c1)N(C(=O)CN(C)C)c1ccccc1CC2
    0	0	-4	-2	1.1	2	-2	i	3
> Cn1c(-c2ccc3ccccc3n2)[n+](C)c2ccccc21
    0	-2	-11	-3	1.3	-2	7	i	9
> O=C(CSc1ccc(Cl)cc1)N/N=C/c1ccc([N+](=O)[O-])o1
    2	4	5	12	2.3	3	-7	i	8
> CCn1cc(C(=O)Nc2ccc(F)c(F)c2)cn1
    9	-10	6	-4	-0.3	1	-13	i	-2
> COc1ccc(OC)c(CN2CCN(C(=O)CN3C(=O)NC4(CCCC4)C3=O)CC2)c1
    11	-3	7	-6	0.1	4	-1	i	1
> COCCCNC(=O)CN1CCN(Cc2ccccc2Cl)C1=O
    0	-2	-2	-6	-0.1	-2	-2	i	19
> O=C(CCc1ccccc1)NCC(=O)N/N=C/c1ccc2c(c1)OCO2
    -1	-6	-1	-8	0.2	-3	4	i	-3
> CCC(C)N(C(=O)COC(=O)CNC(=O)c1ccccc1F)C1CCS(=O)(=O)C1 (stereo not given)
    2	-1	-5	-3	-0.5	-2	2	i	-2
> CN(CC(=O)Nc1ccccc1Br)C(=O)CN(C)C1CCCCC1
    -1	-2	5	-6	0.1	4	5	i	-1
> Cc1nnc(SCc2cccc(CSc3nnc(C)s3)c2)s1
    0	-4	-10	-6	-0.8	0	5	i	3
> CCc1nc2ccc(C(=O)N(CC)CCN(C)C)cn2c1N(C)Cc1nccs1
    -4	-3	8	-6	0.5	0	-6	i	1
> COc1cc(-n2c(=O)c3ccccc3n(Cc3cccnc3)c2=O)cc(OC)c1OC
    2	-5	3	-14	0.8	2	-7	i	2
> CN1C(=O)C(CC(=O)Nc2ccc3c(c2)Cc2ccccc2-3)N(C)C1=O (stereo not given)
    -1	-8	4	1	-0.3	3	-5	i	0
> COC(=O)c1ccc(C(=O)OC)nc1
    -4	-2	4	-6	-1.2	2	-4	i	1
> COc1ccc(CCNC(=O)c2cc(=O)c3ccc(C)cc3o2)cc1OC
    2	-5	10	1	0.0	2	-1	i	-1
> Clc1ccccc1C1=Nn2c(nnc2-c2ccncc2)SC1
    -14	-2	-2	-6	0.8	-6	-8	i	4
> CCOCCCNC(=S)N1CCCN(c2nc3cc(C)c(C)cc3cc2C#N)CC1
    -7	1	-101	5	-0.7	-4	-1	i	6
> Cc1ccccc1OCC(=O)Nc1ccc(N2CCN(S(C)(=O)=O)CC2)cc1
    1	2	-3	-7	1.0	0	-6	i	7
> CCc1ccc(NC(=O)NNC(=O)CCc2ccccc2)cc1
    7	-14	-3	-5	-0.3	1	-2	i	0
> COC(=O)c1ccc(CSc2nnc(-c3c[nH]c4ccccc34)n2-c2ccccc2)cc1
    0	-3	-47	19	1.5	-1	8	i	4
> CCCCN(C)c1c(C)nc2ccc(C(=O)N(CC)CCN(C)C)cn12
    -2	0	6	-2	0.0	-1	2	i	-3
> O=C(CNC(=O)C1CCCCC1)OC(C(=O)c1ccccc1)c1ccccc1 (stereo not given)
    5	1	16	13	-0.4	0	-1	i	-3

Further compounds follow:
Values run as follows: MT1-MMP act inh	bovine MsrA act	MLLE-PAM2 inh	FAS TE block	MsrA inh	Rin1-Abl PPI inh	E coli Lon inh	Rpn11 inh	CSN inh
> Cc1cc(C)n(C(C)Sc2ccccc2)n1 (stereo not given)
    0	-2	0	0	1.3	-1	-4	i	8
> COCCN(CC(=O)Nc1cccc(C)c1C)C(=O)C1(c2ccc(Cl)cc2)CCC1
    5	-1	17	12	0.8	4	0	i	-8
> CC(C)(C)NC(=O)c1cc(-c2ccccc2)n[nH]1
    0	-6	15	-3	-1.5	0	-17	i	-7
> Cc1nn(CCCC(=O)NCCc2ccccc2)c(C)c1[N+](=O)[O-]
    3	-3	16	40	1.0	-6	-9	i	2
> CC(C#N)Sc1nc2ccccc2c(=O)n1-c1ccccc1 (stereo not given)
    -7	-4	-9	7	0.3	0	2	i	-4
> Cc1cc(SCC(=O)N/N=C/c2cccnc2)nc2c(C)cccc12
    1	-5	3	1	-0.5	0	7	i	3
> O=C(COC(=O)Cc1ccccc1F)NC(=O)NC1CCCC1
    0	-3	-1	-4	-0.6	-2	-1	i	1
> O=C(O)Cn1c(=O)c2c3c(sc2n(Cc2ccccc2F)c1=O)CCCC3
    0	-7	4	-4	1.7	1	-15	i	-1
> CC1=C(C(=O)OC2CCCCCCC2)C(c2cccc(O)c2)NC(=O)N1 (stereo not given)
    -4	8.9*	-7	21	0.5	2	-6	i	1
> O=C(C1CC(Cl)CN1S(=O)(=O)c1ccc(Cl)cc1)N1CCOCC1 (stereo not given)
    0	-5	13	-5	-1.7	5	3	i	-7
> Cc1nc(C(F)(F)F)ccc1C(=O)N1CCC1(C)C(=O)NS(=O)(=O)c1ccc(C(C)(C)C)cc1 (stereo not given)
    -4	-4	-6	-12	-0.8	-1	-6	i	2
> CCOc1cc(NC(=O)c2ccco2)c(OCC)cc1NC(=O)COc1ccccc1
    4	-1	-6	2	-0.2	7	6	i	0

Compound activity from PubChem BioAssay.
